FLuc act counter = affects firefly luciferase, flagging false hits in luciferase stimulation screens. AID 1027. activation factor at 10 µM. P08659. ATPlite luciferase biochemical, luminescence, 10 min; 0 = ATP-free wells, 1 = DMSO control. 200,000 tested, under 10 active;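 active means luciferase activation factor, scaled between plate controls, of at least 2 with compound at 10 µM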
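assay system = Luciferase/luciferin detection reagent, cell-free biochemical luciferase assay | also added = ATP substrate | times = 10 min post-reagent at room temperature | measured by = luminescence from luciferase reaction | measure = luciferase activation, seen as luminescence increase over controls | benchmarks = low control with PBS replacing ATP, high control enzyme plus ATP without compound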
Diaphorase inh = diaphorase inhibition or chemical oxidation counter-screen; 0.69% of 190,000 active; diaphorase resazurin-to-resorufin fluorescence, NADH, 16 min; bacterial (C. kluyveri) enzyme, not human; inhibition, % at 20 µM;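 active means primary screen inhibition at 20 µM above a set limit, cut at about 50% in these data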;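 further: plate controls were DMSO with full reaction for no effect and wells lacking NADH for full effect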
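System: Bacterial diaphorase enzyme (C. kluyveri) | Incubation: 16-min room-temperature incubation before reading | Benchmarks: No-NADH positive control and DMSO neutral control | Measured by: Resorufin fluorescence 544/590 nm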
PMI act hi M6P = increases human PMI activity with near-saturating mannose 6-phosphate. 0.34% of 190,000 active. P34949. activation factor at 20 µM. AID 1216. coupled PMI enzyme assay, resazurin fluorescence, 20 min; hits give high values; 1 = untreated enzyme, 0 = substrate-free blank;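 active means activation factor of 2 or more at 20 µM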
Target sequence (P34949 whole entry, looked up): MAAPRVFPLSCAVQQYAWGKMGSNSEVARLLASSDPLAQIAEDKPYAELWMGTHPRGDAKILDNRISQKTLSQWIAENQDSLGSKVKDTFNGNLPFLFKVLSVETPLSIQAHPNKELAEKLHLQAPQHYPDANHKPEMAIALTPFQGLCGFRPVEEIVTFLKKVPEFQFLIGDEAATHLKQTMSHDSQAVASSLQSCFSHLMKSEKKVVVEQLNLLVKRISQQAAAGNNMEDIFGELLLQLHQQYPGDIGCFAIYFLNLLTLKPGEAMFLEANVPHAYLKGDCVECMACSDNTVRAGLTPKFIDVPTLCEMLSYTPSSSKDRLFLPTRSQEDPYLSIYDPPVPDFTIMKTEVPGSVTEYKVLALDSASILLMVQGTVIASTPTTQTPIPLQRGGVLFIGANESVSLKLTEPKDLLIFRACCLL
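Test system: human phosphomannose isomerase with PGI, G6PDH, diaphorase coupling enzymes; Amount: PMI at 15 ng/mL final; Reagent: Mannose-6-phosphate 1.0 mM (near-saturating) plus 0.22 mM NADP+; Timing: 20 min, room temperature; Technique: resorufin fluorescence at Ex 544/Em 590 nm; Dosing: 20 µM single dose.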
PMI activator = phosphomannose isomerase (human) activation | activation factor at 20 µM | 0.005% of 190,000 active | P34949 | purified human PMI, coupled resazurin fluorescence, 20 min; hits give high values; 1 = vehicle control, 0 substrate-free wells;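 active means activation factor of 2 or more at 20 µM, relative to plate controls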
TNAP inh hiacc = blocks human TNAP under high phosphate acceptor concentration | P05186 | purified TNAP, CDP-star luminescence, 1 M DEA | inhibition, % at 20 µM | 0.03% of 200,000 active;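 active means over 50% inhibition of tissue-nonspecific alkaline phosphatase at 20 µM in the single-dose screen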;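 further: plate controls were DMSO wells for no effect and EDTA-quenched wells as full inhibition for full effect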
Target sequence (P05186 whole entry, looked up): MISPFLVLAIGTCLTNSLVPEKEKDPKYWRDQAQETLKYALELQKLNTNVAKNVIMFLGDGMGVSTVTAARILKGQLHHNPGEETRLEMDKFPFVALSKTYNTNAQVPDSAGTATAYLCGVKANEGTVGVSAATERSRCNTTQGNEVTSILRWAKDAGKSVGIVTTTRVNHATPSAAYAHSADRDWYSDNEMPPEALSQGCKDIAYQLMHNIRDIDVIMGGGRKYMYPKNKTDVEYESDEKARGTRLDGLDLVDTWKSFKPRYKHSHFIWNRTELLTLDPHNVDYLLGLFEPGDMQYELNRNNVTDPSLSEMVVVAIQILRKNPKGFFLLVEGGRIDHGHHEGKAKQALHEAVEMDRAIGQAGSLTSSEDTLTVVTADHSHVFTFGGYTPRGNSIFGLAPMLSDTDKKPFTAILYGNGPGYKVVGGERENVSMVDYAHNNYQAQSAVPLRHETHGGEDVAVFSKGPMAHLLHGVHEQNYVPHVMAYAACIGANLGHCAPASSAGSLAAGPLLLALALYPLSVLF
Efa HMGR inh = blocks class II HMG-CoA reductase of Enterococcus faecalis | AID 1066 | 0.41% of 190,000 active | purified E. faecalis HMGR, NADPH absorbance 340 nm kinetic | inhibition, % at 10 µM;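 active means inhibition above a set limit, the median over all tested compounds plus 3 SD, cut at about 9.5% in these data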;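 further: enzyme runs in reverse so mevalonate oxidation gives rising NADPH absorbance; 0% = complete reaction with DMSO and 100% = background rate lacking mevalonate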
Diaphorase act = activates diaphorase or chemically reduces, flagging diaphorase assay artifacts. Diaphorase/resazurin coupled assay, resorufin fluorescence, 16 min; hits give high values; 1 = vehicle wells, 0 = NADH-free wells. activation factor at 20 µM. 0.005% of 190,000 active. AID 1229;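 active means diaphorase activity raised at least twofold by the compound at 20 µM; inactive means activation factor below 2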
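Material: Purified diaphorase enzyme from Clostridium kluyveri | Buffer or medium: 50 mM HEPES pH 7.4 with 4.542 mM MgCl2, 0.005% Tween 20 | Times: 16 min enzyme reaction, ambient temperature | Signal: Red resorufin fluorescence at 544/590 nm excitation/emission | Measure: Increased resorufin signal from activators or reducing compounds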
TNAP act hi DEA = increases human TNAP activity under high phosphate acceptor concentration. P05186. purified TNAP, CDP-star luminescence, 1 M DEA, 30 min; hits give high values; 0 = EDTA background, 1 = DMSO-only activity. activation factor at 20 µM. 200,000 tested, under 10 active;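 active means activation factor at least 2 at 20 µM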
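Test system – human TNAP · Doses – 20 µM single point · Incubation – 30 min, room temperature · Signal – luminescent substrate turnover signal · Read-out basis – activation factor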
G6PDH counter = L. mesenteroides G6PDH inhibition counter-screen; Purified L. mesenteroides G6PDH, diaphorase/resazurin coupled fluorescence, 45 min; inhibition, % at 5 µM; 0.12% of 200,000 active; in the data active means inhibition above about 50%
TNAP inh noacc = inhibitors of human TNAP without phosphate acceptor; purified TNAP, CDP-star luminescence, 30 min; inhibition, % at 20 µM; 0.26% of 200,000 active;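 active means tissue-nonspecific alkaline phosphatase inhibition above about 50% at 20 µM in the single-dose screen, limit read from the data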;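 further: 0% = DMSO negative control and 100% = EDTA positive control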
Numbers without * were called inactive.

item	canonical_smiles	FLuc act counter	Diaphorase inh	PMI act hi M6P	PMI activator	TNAP inh hiacc
1	CCOC(=O)c1c(C)n(CC(O)c2ccccc2)c2ccc(O)cc12 (stereo not drawn)	1	16	0.9	0.9	3
2	CS(=O)(=O)Nc1ccc(C2=NN(S(=O)(=O)c3ccc(F)cc3)C(c3ccco3)C2)cc1 (stereo not drawn)	1.1	24	0.8	1.1	0
3	O=S1(=O)C=C(SCCN2CCCCC2)c2ccccc21	1.1	2	1	1.2	-8
4	COc1ccc(CC(=O)Nc2cc(S(=O)(=O)N3CCCCC3)ccc2N2CCN(C)CC2)cc1	1	9	1	1	-4
5	COc1ccccc1CNC(=O)CSC1=NCCS1	1	10	1	1.1	-5
6	COc1ccc2[nH]c(=O)c(CN(Cc3ccco3)C(c3nnnn3Cc3ccccc3)C(C)C)cc2c1 (stereo not drawn)	1	47	1	1	-9
7	COc1cc(C)c(Cl)cc1S(=O)(=O)n1ccnc1C	1	-7	1.2	1.1	-5
8	O=C(Nc1nnc(-c2ccccc2)s1)c1ccc(F)cc1	1	-3	1.1	1	-5
9	CCc1ccc(NC(=O)CSc2nc3n[nH]c(C)c3c(=N)n2-c2cccc(OC)c2)cc1	1.1	21	0.9	0.9	-2
10	O=C(NN1CCOCC1)c1ccc(Br)s1	0.9	5	0.9	1	0
11	CCOc1ccc(S(=O)(=O)N(CC(=O)Nc2cc(C)on2)Cc2ccccc2Cl)cc1	1	30	0.9	0.9	-2
12	C=CCC(CC=C)(C(N)=O)c1ccccc1	1.1	14	0.9	0.9	-2
13	COc1ccc(S(=O)(=O)NCCCCCC(=O)O)cc1C(=O)O	1	-5	1.1	1.2	-3
14	COc1cc(CC(=O)OC2CCOC2=O)cc(OC)c1OC (stereo not drawn)	1.1	5	1	1	-4
15	Nc1nnnn1/N=C/c1ccccc1C(F)(F)F	1	9	1	0.9	-3

item	Efa HMGR inh	Diaphorase act	TNAP act hi DEA	G6PDH counter	TNAP inh noacc
1	-4	0.8	1	0	-8
2	0	0.8	1	7	-3
3	-3	1	1.1	3	-21
4	-8	0.9	1	10	-6
5	1	0.9	1.1	3	-39
6	-4	0.5	1.1	0	-12
7	4	1.1	1	10	-4
8	-5	1	1.1	6	-14
9	0	0.8	1	-2	-16
10	0	1	1	11	-12
11	-3	0.7	1	4	-4
12	-2	0.9	1	6	-5
13	-2	1	1	9	-8
14	-7	0.9	1	1	-9
15	2	0.9	1	3	-7

Part of the list above, set out differently:
#1 CCOC(=O)c1c(C)n(CC(O)c2ccccc2)c2ccc(O)cc12 (stereo not drawn)
#2 CS(=O)(=O)Nc1ccc(C2=NN(S(=O)(=O)c3ccc(F)cc3)C(c3ccco3)C2)cc1 (stereo not drawn)
#3 O=S1(=O)C=C(SCCN2CCCCC2)c2ccccc21
#4 COc1ccc(CC(=O)Nc2cc(S(=O)(=O)N3CCCCC3)ccc2N2CCN(C)CC2)cc1
Compound | 1 | 2 | 3 | 4
FLuc act counter | 1 | 1.1 | 1.1 | 1
Diaphorase inh | 16 | 24 | 2 | 9
PMI act hi M6P | 0.9 | 0.8 | 1 | 1
PMI activator | 0.9 | 1.1 | 1.2 | 1
TNAP inh hiacc | 3 | 0 | -8 | -4
Efa HMGR inh | -4 | 0 | -3 | -8
Diaphorase act | 0.8 | 0.8 | 1 | 0.9
TNAP act hi DEA | 1 | 1 | 1.1 | 1
G6PDH counter | 0 | 7 | 3 | 10
TNAP inh noacc | -8 | -3 | -21 | -6

New compounds follow.
item	canonical_smiles	FLuc act counter	Diaphorase inh	PMI act hi M6P	PMI activator	TNAP inh hiacc
16	COc1cccc(N(C(=O)CNC(=O)c2ccco2)C(C(=O)NC2CCCC2)c2ccncc2)c1 (stereo not drawn)	1	9	0.9	0.9	3
17	NC(=O)c1ccc(Oc2ccc3ccc(=O)oc3c2)c([N+](=O)[O-])c1	1	21	0.9	0.9	2
18	Cc1cc(C)c(OCC(=O)Nc2ccc(NC(=O)c3ccco3)cc2)c([N+](=O)[O-])c1	1.1	7	1.1	1.1	0
19	CCCOC(=O)c1ccc(NC(=O)c2ccccc2OC)cc1	1	13	0.8	0.9	-3
20	O=C(CNC(=S)N(Cc1ccc(F)cc1)C1CCCCC1)NC1CC1	1.1	15	1	0.9	-5
21	O=C(CSc1nnc(-c2cccs2)n1-c1ccccc1)N1CCOCC1	1.1	16	0.9	0.9	-4
22	C=CCNc1ncnc2c1cnn2-c1ccc(OC)cc1	0.4	11	0.9	0.9	-2
23	CCOC(=O)c1ccc(NC(=O)Nc2ccc(Cl)cn2)cc1	1	-6	1	1.1	-1
24	CCCOc1ccccc1NC(=O)CC1Nc2ccccc2NC1=O (stereo not drawn)	1.1	20	0.9	1	0
25	CCC1CCCCN1C(=S)NC(=O)c1ccc(F)c(S(=O)(=O)N2CCOCC2)c1 (stereo not drawn)	1	15	0.9	0.9	-2
26	COc1cc(C#N)ccc1OCC(=O)NCc1cccs1	1	10	0.9	0.9	2
27	CC(C)c1cc(C(N)=O)c(NC(=O)c2cccc(COc3ccc(Br)cc3)c2)s1	1	10	0.9	0.8	-8
28	Cc1cc(C)c2c(=O)[nH]c(SCC(=O)c3ccc(C)c(C)c3)nc2n1	1	-9	1.3	1.1	-3
29	CC(C)(C)c1ccc(C2C3=C(CCCC3=O)NC3=C2C(=O)c2ccccc23)cc1 (stereo not drawn)	1	24	0.9	0.9	1
30	COc1cc(/C=C/C(=O)O)cc(S(=O)(=O)N2CCc3ccccc32)c1OC	1	-3	0.9	1	-3

item	Efa HMGR inh	Diaphorase act	TNAP act hi DEA	G6PDH counter	TNAP inh noacc
16	-1	0.9	1	0	-2
17	-1	0.8	1	3	2
18	0	0.9	1	-5	-3
19	-4	0.9	1	11	-8
20	0	0.9	1.1	-2	-19
21	3	0.8	1	-6	-10
22	-3	0.9	1	7	-11
23	-1	1.1	1	10	-6
24	3	0.8	1	-2	-5
25	-12	0.8	1	0	-8
26	-4	0.9	1	7	-3
27	-2	0.9	1.1	6	-6
28	-7	1.1	1	3	-8
29	-4	0.8	1	-2	-3
30	5	1	1	10	-6

Structural class: those above containing an NH in an aromatic ring (3)
item	canonical_smiles	FLuc act counter	Diaphorase inh	PMI act hi M6P	PMI activator	TNAP inh hiacc
6	COc1ccc2[nH]c(=O)c(CN(Cc3ccco3)C(c3nnnn3Cc3ccccc3)C(C)C)cc2c1 (stereo not drawn)	1	47	1	1	-9
9	CCc1ccc(NC(=O)CSc2nc3n[nH]c(C)c3c(=N)n2-c2cccc(OC)c2)cc1	1.1	21	0.9	0.9	-2
28	Cc1cc(C)c2c(=O)[nH]c(SCC(=O)c3ccc(C)c(C)c3)nc2n1	1	-9	1.3	1.1	-3

item	Efa HMGR inh	Diaphorase act	TNAP act hi DEA	G6PDH counter	TNAP inh noacc
6	-4	0.5	1.1	0	-12
9	0	0.8	1	-2	-16
28	-7	1.1	1	3	-8

Following part
item	canonical_smiles	FLuc act counter	Diaphorase inh	PMI act hi M6P	PMI activator	TNAP inh hiacc
31	COc1ccccc1NC(=O)C1CCCN(c2cc(C)nc3ncnn23)C1 (stereo not drawn)	1.1	1	1.1	1.1	-6
32	O=C(COC(=O)c1cccc(C(=O)OCC(=O)NC2CC2)n1)NC1CC1	1.1	20	0.8	0.8	-6
33	O=C(c1cc2ccccc2oc1=O)N1CCCC1	1.1	11	0.9	0.9	-3
34	COc1cc(OC)cc(-c2cc3nc(C4CCN(C(=O)OC(C)(C)C)CC4)cc(=O)n3[nH]2)c1	0.9	4	0.9	1	7
35	CC(=O)NC(C)C(=O)OCc1ccc(Cl)cc1Cl (stereo not drawn)	1	1	0.9	0.9	-1
36	C=CCn1c(O)c(N=NC(=S)Nc2ccc(OC)c(Cl)c2)c2ccccc21	1	-8	1.2	1.1	17
37	COc1cc(C(=O)N/C(=C\c2cn(S(=O)(=O)N(C)C)c3ccccc23)C(=O)NCCCO)cc(OC)c1OC	1	5	1	1	0
38	Cc1cc(NC(=O)c2ccc(S(=O)(=O)N3CCCC3)cc2)nc2c1c(=O)oc1ccccc12	1	7	1.4	1.4	-2
39	Nc1nc(N2CCN(C(=O)c3ccco3)CC2)nc2ccc(Br)cc12	1	28	0.9	1.1	-4
40	COc1ccccc1N(CC(=O)Nc1ccc(S(=O)(=O)N2CCCCC2)cc1)S(C)(=O)=O	1.1	2	1	1.1	-5
41	c1coc(CNC2CCCCC2)c1	1	4	0.8	1	6
42	CCOC(=O)/C(C#N)=C/c1ccc(OC(=O)c2ccccn2)cc1	0.9	18	0.9	0.9	5
43	O=S(=O)(c1ccc(Cl)cc1)N1CCCC1c1nc(-c2cccc(Cl)c2)no1 (stereo not drawn)	1	34	0.8	0.8	-3
44	O=C(CCC1CCCC1)Nc1ccccc1-c1ccccc1	1	2	1	1	2
45	COc1ccc(/C=N/NC(=O)c2ccc(COc3cccc4cccnc34)cc2)cc1OC	1.1	3	1	1	-1

item	Efa HMGR inh	Diaphorase act	TNAP act hi DEA	G6PDH counter	TNAP inh noacc
31	-1	1	1.1	9	-6
32	2	0.8	1.1	2	-90
33	-1	0.9	1	0	-10
34	0	1	0.9	-2	-6
35	-3	1	1	-5	-4
36	-4	1.1	0.8	-6	24
37	-2	1	1	2	0
38	-5	0.9	1	-2	-8
39	-4	0.7	1	0	-2
40	2	1	1	1	-10
41	-1	1	0.9	-4	-2
42	-3	0.8	1	-29	-2
43	0	0.7	1	-17	-17
44	-7	1	1	7	-13
45	-11	1	1	-2	-8

Screening results from PubChem BioAssay.
